miR-122 sensor: blocks miR-122 activity in Huh7 sensor cells; Huh7 miR-122 Renilla luciferase sensor, 48 h; neutral wells = 0, positive control = 100; activation (reporter increase), % at 12.5 µM; actives 0.3% (n = 340,000); AID 602342;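 active means mean replicate activation score at least 90 and every replicate individually at or above 90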;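 further: higher luciferase means less miR-122 activity so hits act as miR-122 inhibitors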
FN deposit inh: fibronectin deposition inhibition | inhibition, % at 12.6 µM | AH1F fibroblasts, Alexa488-fibronectin deposition fluorescence, overnight | actives 0.086% (n = 350,000);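 active means mean inhibition across replicates of 30% or more, regardless of how many single replicates reach that level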;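 further: positive control wells lacked labelled fibronectin entirely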
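material = AH1F fibroblast monolayer depositing Alexa488-labelled fibronectin into matrix | amount = 10000 AH1F cells/well | buffer or medium = DMEM plus 2% serum, read in PBS | incubation = 1 h cell adhesion before compound, then overnight fibronectin incubation | detection = fluorescence at 485 nm excitation, 525 nm emission | evaluation = percent inhibition as loss of matrix-bound fibronectin fluorescence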
Cneo AK release: causes C. neoformans cell lysis; AID 651654; adenylate kinase release luminescence, 4 h; normalised: neutral wells 0, clomiphene wells 100; lysis activity, % at 15 µM; actives 0.2% (n = 360,000);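 active means mean lysis activity across replicates of at least 80%, whatever share of replicates individually reach that level; inactive means mean lysis activity below 80%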
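Material: C. neoformans cells | Amount: Yeast cell density of 5 × 10^6 cells/mL | Medium: Fresh YPD growth medium | Dosing: Single dose | Times: Static 4 h at 37 °C with compound, 1 h detection | Detection: AK luminescence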
An asterisk follows results filed as active. Only part of the results is shown. The share of hits here may be higher or lower than overall.

O=C(CN1CCOCCOCCOCC1)Nc1ccccc1 was read as miR-122 sensor -6, FN deposit inh -2 and Cneo AK release -4.
Screening CCOc1cc(CNn2cnnc2)cc(Br)c1OCC(=O)NC1CCCCC1 returned miR-122 sensor 5, FN deposit inh 4 and Cneo AK release 9.
COc1ccc(C)cc1-n1nnnc1SCC(=O)N1CCC(C(=O)Nc2nccs2)CC1 was read as miR-122 sensor 0, FN deposit inh 10 and Cneo AK release 2.
For CCCCNC(=S)N/N=C1\C(=O)c2cccc3cccc1c23 the results were miR-122 sensor 7, FN deposit inh 2 and Cneo AK release 0.
COc1ccc(C2=NN(CN3C(=O)C(=O)c4ccccc43)C(c3ccc(C)cc3)C2)cc1 (stereo not drawn) was read as miR-122 sensor 10, FN deposit inh -1 and Cneo AK release -4.
Screening CC(=O)Nc1ccc(S(=O)(=O)N(C)S(=O)(=O)c2ccc(F)cc2)cc1 returned miR-122 sensor -18, FN deposit inh -2 and Cneo AK release 1.
For COc1ccccc1N1C(=O)c2ccccc2NC1C(OC)OC (stereo not drawn) the results were miR-122 sensor 4, FN deposit inh -13 and Cneo AK release -11.
O=C(O)c1cccc(S(=O)(=O)Nc2ccc3c(c2)OCO3)c1 was read as miR-122 sensor 10, FN deposit inh 2 and Cneo AK release 4.
For CCOC(=O)C1CCN(Cc2ccc(F)c(Br)c2)CC1 the results were miR-122 sensor 2, FN deposit inh 1 and Cneo AK release 0.
Screening O=S(=O)(Nc1nc2ccccc2nc1N1CCN(c2ccccc2F)CC1)c1ccc(Cl)cc1 returned miR-122 sensor 7, FN deposit inh -1 and Cneo AK release 1.
Cc1ccc(Cn2nnc(C(=O)Nc3cc(C)ccc3C)c2N)cc1 was read as miR-122 sensor 27, FN deposit inh 6 and Cneo AK release 4.
`COc1ccc(C2CC(=O)c3cnc(Nc4cc(C)cc(C)c4)nc3C2)cc1` (stereo not drawn) gave miR-122 sensor -1, FN deposit inh 21 and Cneo AK release -3.
`c1cc(-n2cnnn2)ccc1NC1=NCCC1` gave miR-122 sensor 11, FN deposit inh -5 and Cneo AK release 1.
Screening Cc1cc(C(=O)COC(=O)c2n[nH]c3ccccc23)c(C)n1C returned miR-122 sensor 2, FN deposit inh -7 and Cneo AK release -8.
For Cc1cc2n(n1)C(c1sccc1C)Nc1c(C)cccc1-2 (stereo not drawn) the results were miR-122 sensor 10, FN deposit inh -1 and Cneo AK release 0.
Screening C=CCn1c(SCC(=O)Nc2cc(C)nn2-c2ccccc2)nnc1C1CCCCC1 returned miR-122 sensor 4, FN deposit inh -23 and Cneo AK release 0.
`COc1ccc(OC(C)C(=O)N2CCc3ccccc3C2)cc1` (stereo not drawn) gave miR-122 sensor 6, FN deposit inh 1 and Cneo AK release 0.
Screening Cc1csc(OCc2ccc(C#N)cc2)n1 returned miR-122 sensor -18, FN deposit inh -10 and Cneo AK release 0.
`Fc1ccc(CSc2nnc(-c3cnccn3)n2Cc2ccco2)cc1` gave miR-122 sensor -1, FN deposit inh -6 and Cneo AK release -3.
For O=C(Cn1cncn1)NCc1ccccc1Br the results were miR-122 sensor -11, FN deposit inh 2 and Cneo AK release 0.
Cc1nc(SCC(=O)NCc2ccco2)nc(C)c1C was read as miR-122 sensor -1, FN deposit inh -12 and Cneo AK release 6.
Screening Cc1cccc(C)c1NS(=O)(=O)c1c(C)[nH]c(=O)[nH]c1=O returned miR-122 sensor -13, FN deposit inh 11 and Cneo AK release 4.
`O=C(c1ccc(Br)o1)N(Cc1ccccc1)c1ccccn1` gave miR-122 sensor 10, FN deposit inh -1 and Cneo AK release -1.
Screening O=[N+]([O-])c1ccc(N2CCC(=NOCc3ccc(Cl)cc3)CC2)cc1 returned miR-122 sensor -14, FN deposit inh -3 and Cneo AK release -2.
Screening COc1ccccc1C1C2C(=O)N(c3ccccc3)C(=O)C2ON1c1ccccc1 (stereo not drawn) returned miR-122 sensor -2, FN deposit inh 9 and Cneo AK release -2.
For CCN(CCO)Cc1cn[nH]c1-c1ccc(C)c(C)c1 the results were miR-122 sensor 7, FN deposit inh 7 and Cneo AK release 0.
For CCCn1c(SCC(=O)Nc2nc3c(s2)CCCC3)nc2c1c(=O)n(C)c(=O)n2C the results were miR-122 sensor 2, FN deposit inh 8 and Cneo AK release 14.
`CCOc1nc(C)ccc1-c1noc(CC)n1` gave miR-122 sensor 10, FN deposit inh -12 and Cneo AK release 2.
Screening Cc1ccc(C)c(N2CCN(C(=O)CCCn3c(=S)[nH]c4cc5c(cc4c3=O)OCO5)CC2)c1 returned miR-122 sensor -13, FN deposit inh -8 and Cneo AK release 4.
O=C(Nc1cc(S(=O)(=O)N2CCOCC2)ccc1Cl)C(=O)c1c(-c2ccccc2)cc2ccccn12 was read as miR-122 sensor 155*, FN deposit inh 3 and Cneo AK release -4.
`Cn1c(SCC(=O)N/N=C/C=C\c2ccco2)nc2ccccc21` gave miR-122 sensor 46, FN deposit inh -5 and Cneo AK release 1.
CCOc1ccccc1C1CC(=O)Nc2cc3c(cc21)OCCO3 (stereo not drawn) was read as miR-122 sensor 22, FN deposit inh -9 and Cneo AK release 2.
`Cc1ccc(Nc2nc(N3CCOCC3)nc(N3CCOCC3)n2)cc1` gave miR-122 sensor 2, FN deposit inh 0 and Cneo AK release 6.
For CCOC(=O)C1CCN(Cc2cnc(NC(=O)OC)s2)CC1 the results were miR-122 sensor -22, FN deposit inh -2 and Cneo AK release -1.
For Cc1ccc(-n2c(-c3c(-c4ccccc4)noc3C)n[nH]c2=S)cc1 the results were miR-122 sensor 17, FN deposit inh -1 and Cneo AK release 0.
For CC(OC(=O)c1cc2sccc2n1C)C(=O)NCc1cccs1 (stereo not drawn) the results were miR-122 sensor 3, FN deposit inh 6 and Cneo AK release -2.
For CC(=O)c1c(C)nc(-c2ccc(Cl)cc2)nc1NC(=O)C(C)C the results were miR-122 sensor 4, FN deposit inh 9 and Cneo AK release 20.
Screening O=C(CSc1ccccc1C(=O)O)Nc1cccc(C(=O)O)c1 returned miR-122 sensor -7, FN deposit inh -9 and Cneo AK release 0.
`O=S(=O)(c1cccc(-c2nc3ccccc3s2)c1)N1CCOCC1` gave miR-122 sensor -1, FN deposit inh -3 and Cneo AK release -1.
COC(=O)c1ccc(C2C(C(=O)OCC(C)C)=C(C)N=C3SCCC(=O)N32)cc1 (stereo not drawn) was read as miR-122 sensor 13, FN deposit inh -2 and Cneo AK release 0.
`O=C(Cc1cccs1)Nc1nc(-c2ccccc2)cs1` gave miR-122 sensor -2, FN deposit inh 3 and Cneo AK release 1.
For Cc1cc(CN2C(=O)c3ccccc3C2=O)on1 the results were miR-122 sensor -4, FN deposit inh -2 and Cneo AK release 0.
Screening Cc1ccc(S(=O)(=O)N(C)c2ccc(OCC(=O)NCc3ccco3)cc2)cc1 returned miR-122 sensor 3, FN deposit inh -4 and Cneo AK release -1.
`CC1(C)N([O-])C(c2cccs2)=C[N+]1=O` gave miR-122 sensor 103*, FN deposit inh 9 and Cneo AK release 0.
Screening Cc1cccc(C)c1OCC(O)CNS(=O)(=O)c1ccccc1C(=O)N1CCCCC1 (stereo not drawn) returned miR-122 sensor 8, FN deposit inh -16 and Cneo AK release -1.
For COc1ccc(C2c3c(ccc4ccccc34)Oc3ncn4nc(CO/N=C/c5ccccc5)nc4c32)cc1 (stereo not drawn) the results were miR-122 sensor 0, FN deposit inh -1 and Cneo AK release 3.
CCn1nnnc1SCC(=O)NNC(=O)C1CCCCC1 was read as miR-122 sensor 17, FN deposit inh 5 and Cneo AK release 1.
For C=CCOc1ccc(CNn2cn[nH]c2=S)cc1 the results were miR-122 sensor -7, FN deposit inh 5 and Cneo AK release 14.
Screening CCOc1ccc2nc(-c3ccccc3)nc(SCC(=O)Nc3ncc(C)s3)c2c1 returned miR-122 sensor -3, FN deposit inh 6 and Cneo AK release 4.
COc1ccc(OC)c(S(=O)(=O)Nc2ccc3oc4c(c3c2)C(=O)CCC4)c1 was read as miR-122 sensor 165*, FN deposit inh 7 and Cneo AK release -1.

Molecules shown so far that contain an NH in an aromatic ring (6):
Screening Cc1cc(C(=O)COC(=O)c2n[nH]c3ccccc23)c(C)n1C returned miR-122 sensor 2, FN deposit inh -7 and Cneo AK release -8.
Screening Cc1cccc(C)c1NS(=O)(=O)c1c(C)[nH]c(=O)[nH]c1=O returned miR-122 sensor -13, FN deposit inh 11 and Cneo AK release 4.
For CCN(CCO)Cc1cn[nH]c1-c1ccc(C)c(C)c1 the results were miR-122 sensor 7, FN deposit inh 7 and Cneo AK release 0.
Screening Cc1ccc(C)c(N2CCN(C(=O)CCCn3c(=S)[nH]c4cc5c(cc4c3=O)OCO5)CC2)c1 returned miR-122 sensor -13, FN deposit inh -8 and Cneo AK release 4.
For Cc1ccc(-n2c(-c3c(-c4ccccc4)noc3C)n[nH]c2=S)cc1 the results were miR-122 sensor 17, FN deposit inh -1 and Cneo AK release 0.
For C=CCOc1ccc(CNn2cn[nH]c2=S)cc1 the results were miR-122 sensor -7, FN deposit inh 5 and Cneo AK release 14.

(continued)
Screening O=C(O)c1[nH]c2ccccc2c1CC(=O)N1CCOCC1 returned miR-122 sensor 8, FN deposit inh -5 and Cneo AK release 1.
CCN(CC)S(=O)(=O)c1cccc(C(=O)OCC(=O)c2ccc3c(c2)NC(=O)CO3)c1 was read as miR-122 sensor -3, FN deposit inh -1 and Cneo AK release -1.
Screening Cc1cc(C(F)(F)F)n2nc(-c3cnn(C)c3C(F)(F)F)cc2n1 returned miR-122 sensor -3, FN deposit inh 6 and Cneo AK release -1.
For COc1ccccc1N(CN1CCCC1=O)C(=O)c1c(F)cccc1F the results were miR-122 sensor -8, FN deposit inh 2 and Cneo AK release 2.
`Cc1nc2cc(C(=O)O)ccc2s1` gave miR-122 sensor -14, FN deposit inh 8 and Cneo AK release -1.
`CC(=O)c1ccc(CCCC(=O)O)cc1` gave miR-122 sensor 0, FN deposit inh 1 and Cneo AK release 3.
Cc1cc(C)n(C(C)n2nc(C)cc2C)n1 was read as miR-122 sensor 3, FN deposit inh 4 and Cneo AK release -3.
`Cn1nc(-c2ccc(C(=O)Nc3cccc(Cl)c3)cc2)c2ccccc2c1=O` gave miR-122 sensor -2, FN deposit inh 6 and Cneo AK release 1.
Cc1ccc(C)c(CSc2nnc(CCN)o2)c1 was read as miR-122 sensor -3, FN deposit inh 9 and Cneo AK release 6.
Screening COC(=O)C1CCN(C(=O)COC(=O)c2n[nH]c3ccccc23)CC1 returned miR-122 sensor -2, FN deposit inh 5 and Cneo AK release -1.
`O=C(COC(=O)C(Cc1ccccc1)NC(=O)c1ccco1)NC1CC1` (stereo not drawn) gave miR-122 sensor -8, FN deposit inh -1 and Cneo AK release 5.
CCOC(=O)C1(c2nc(N)cs2)COC(=O)C1 (stereo not drawn) was read as miR-122 sensor -1, FN deposit inh 1 and Cneo AK release 0.
Screening Cc1cc(C(=O)O)c2ccccc2n1 returned miR-122 sensor -4, FN deposit inh -4 and Cneo AK release -1.
`CCc1nnc(NC(=O)c2ccc(-c3ccccc3Cl)o2)s1` gave miR-122 sensor 2, FN deposit inh -7 and Cneo AK release -3.
`CN(Cc1ccccc1)Cc1nc2c(c(=O)n(C)c(=O)n2C)n1Cc1ccccc1Cl` gave miR-122 sensor -1, FN deposit inh 8 and Cneo AK release -3.
Screening CCN(CC)S(=O)(=O)c1ccc2c(c1)c(=O)c(C(=O)N1CCOCC1)cn2C returned miR-122 sensor 3, FN deposit inh -6 and Cneo AK release 6.
Screening COc1ccc(OC)c(S(=O)(=O)N2CCC(C(=O)NCCC3=CCCCC3)CC2)c1 returned miR-122 sensor -2, FN deposit inh -2 and Cneo AK release -1.
Cc1c(NC(=O)CC2CC(C)OC2=O)c(=O)n(-c2ccccc2)n1C (stereo not drawn) was read as miR-122 sensor -8, FN deposit inh -4 and Cneo AK release 6.
`CCCCCCOc1ccc(N2C(=O)CC(S/C(N)=N/N=C(\C)c3cccs3)C2=O)cc1` (stereo not drawn) gave miR-122 sensor 0, FN deposit inh 3 and Cneo AK release 8.
For COc1cc(OC)nc(NC2OC(=O)c3ccccc32)n1 (stereo not drawn) the results were miR-122 sensor 4, FN deposit inh -7 and Cneo AK release -1.
Screening CCC(C)(C)NC(=O)Cc1ccc(OC)c(OC)c1 returned miR-122 sensor -15, FN deposit inh 16 and Cneo AK release 0.
`COc1cc2c(cc1OC)CN(CC(=O)Nc1ccc3c(c1)OC(F)(F)O3)CC2` gave miR-122 sensor 4, FN deposit inh -3 and Cneo AK release 0.
Screening CC(=O)Nc1ccccc1NC(=O)CN(C)S(=O)(=O)c1ccc(C)cc1 returned miR-122 sensor 20, FN deposit inh 3 and Cneo AK release -1.
For CCOC(=O)C1=C(CC)OC(N)=C(C#N)C1c1ccc(OC)cc1OC (stereo not drawn) the results were miR-122 sensor 3, FN deposit inh 6 and Cneo AK release 3.
Nc1nc(CN2CCN(c3ccccc3F)CC2)nc(Nc2ccccc2)n1 was read as miR-122 sensor -11, FN deposit inh 6 and Cneo AK release -4.

Assay outcomes from PubChem.
